MITF primary: human MITF inhibition, primary screen; O75030; AlphaScreen MITF homodimerization, bead proximity signal; inhibition, % at 2.6 µM; 0.91% of 650,000 active; in the data active means inhibition above about 50%;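 further: 0% = vehicle wells with protein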
Target sequence (O75030 whole entry, looked up): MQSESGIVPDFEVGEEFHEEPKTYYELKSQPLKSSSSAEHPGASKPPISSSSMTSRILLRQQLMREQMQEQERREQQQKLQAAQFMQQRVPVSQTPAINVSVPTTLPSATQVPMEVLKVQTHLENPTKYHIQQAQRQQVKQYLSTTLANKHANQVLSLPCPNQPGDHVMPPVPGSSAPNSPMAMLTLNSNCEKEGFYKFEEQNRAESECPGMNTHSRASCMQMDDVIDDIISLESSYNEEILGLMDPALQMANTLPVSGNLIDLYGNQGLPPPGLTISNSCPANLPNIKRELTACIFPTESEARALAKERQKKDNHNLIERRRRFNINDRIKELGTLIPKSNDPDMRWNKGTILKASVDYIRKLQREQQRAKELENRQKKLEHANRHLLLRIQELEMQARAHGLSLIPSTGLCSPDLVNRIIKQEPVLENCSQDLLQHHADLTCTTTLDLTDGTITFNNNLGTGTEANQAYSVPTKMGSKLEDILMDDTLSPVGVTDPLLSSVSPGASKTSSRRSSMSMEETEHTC
TEAD-YAP block: TEAD-YAP interaction inhibition; inhibition, % at 9.12 µM; HEK-TIYL cells, TEAD-Gal4/YAP UAS-luciferase luminescence; AID 1259422; 1.4% of 640,000 active; in the data active means inhibition above about 32%;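 further: 0% = median of test compound wells and 100% = reference inhibitor wells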
GPR151 ag: activates the human receptor GPR151. Q8TDV0. PathHunter beta-arrestin GPR151 cells, luminescence. activation, % at 11.2 µM. 1% of 650,000 active. AID 1508602; in the data active means activation above about 4.9%;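 further: 0% = median of compound wells and 100% = cells with positive control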
Target sequence (Q8TDV0 whole entry, looked up): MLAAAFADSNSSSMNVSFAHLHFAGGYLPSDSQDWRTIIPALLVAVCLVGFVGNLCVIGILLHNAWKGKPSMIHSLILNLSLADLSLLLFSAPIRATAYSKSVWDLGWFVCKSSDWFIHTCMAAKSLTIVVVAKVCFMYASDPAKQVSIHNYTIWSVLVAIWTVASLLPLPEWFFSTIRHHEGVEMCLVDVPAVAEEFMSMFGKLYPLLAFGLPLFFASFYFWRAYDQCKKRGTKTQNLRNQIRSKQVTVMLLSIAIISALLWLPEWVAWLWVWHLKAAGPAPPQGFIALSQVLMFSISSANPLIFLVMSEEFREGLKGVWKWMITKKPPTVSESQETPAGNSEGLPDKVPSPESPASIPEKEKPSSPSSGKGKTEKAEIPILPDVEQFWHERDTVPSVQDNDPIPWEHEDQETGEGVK
FBW7 act: human FBW7 E3 ligase activation, primary screen | AID 1259310 | normalized activity (activation), % at 26.1 µM | 0.13% of 650,000 active | AlphaScreen FBW7–phospho-cyclin E peptide binding, activator screen; in the data active means normalized activity above about 1.9%;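 further: purified mutant Fbw7 with reduced substrate affinity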
Numbers without * were called inactive. The order is random; about 3.5% have a hit in one of these screens.

Screening CC(C)(C)n1nc2c(c1NC(=O)Nc1cccc(Cl)c1)CSC2 returned MITF primary 1, TEAD-YAP block 9, GPR151 ag -0.4 and FBW7 act -0.1.
For CCCNC(=O)c1ccccc1NC(=O)Nc1ccc(Cl)cc1 the results were MITF primary 5, TEAD-YAP block -15, GPR151 ag -0.4 and FBW7 act 0.0.
Screening CC(C)N(C(=O)CSc1nc2sc3c(c2c(=O)n1-c1nc(-c2ccccc2)cs1)CCCC3)c1ccccc1 returned MITF primary 13, TEAD-YAP block 8, GPR151 ag 0.4 and FBW7 act 0.3.
For Cc1cc(OCCCC(=O)NNC(=O)Cn2cnc3ccccc32)ccc1Cl the results were MITF primary 8, TEAD-YAP block 8, GPR151 ag 0.8 and FBW7 act 0.0.
For Cc1ccc2nc(N3CCN(c4ccccc4)CC3)c3nncn3c2c1 the results were MITF primary 3, TEAD-YAP block 2, GPR151 ag 0.0 and FBW7 act -0.1.
For COc1ccc(-c2cnc(NC(=O)/C=C/c3cccs3)s2)cc1 the results were MITF primary 9, TEAD-YAP block 7, GPR151 ag -0.6 and FBW7 act 0.3.
For O=C1CCN(Cc2c(C(=O)N3CCCCCCC3)nc3sccn23)CCN1 the results were MITF primary 8, TEAD-YAP block -1, GPR151 ag -1.0 and FBW7 act 0.0.
`CCOC(=O)c1[nH]cnc1C(=O)NC(C)C` gave MITF primary -81, TEAD-YAP block 11, GPR151 ag -1.9 and FBW7 act 0.9.
`CN(c1ccccc1)S(=O)(=O)c1ccc(C(=O)Nc2nc3c(s2)CCc2ccccc2-3)cc1` gave MITF primary 0, TEAD-YAP block 2, GPR151 ag -1.1 and FBW7 act 0.1.
For Cc1ccccc1NC(=O)c1sc2nc3c(cc2c1N)C(=O)CC(C)(C)C3 the results were MITF primary -13, TEAD-YAP block -19, GPR151 ag -0.3 and FBW7 act -0.1.
`COc1ccc(C)cc1NC(=O)c1cc(S(=O)(=O)N2CCC3(CC2)OCCO3)ccc1F` gave MITF primary -12, TEAD-YAP block 0, GPR151 ag 3.6 and FBW7 act -0.2.
Screening Cc1ccc2nc3c(c(NCCCN(C)C)c2c1)CCC3 returned MITF primary 10, TEAD-YAP block 1, GPR151 ag 0.2 and FBW7 act 0.6.
For NC(=O)CSc1cn(CCNC(=O)c2ccc(Cl)cc2)c2ccccc12 the results were MITF primary 5, TEAD-YAP block -7, GPR151 ag -0.5 and FBW7 act 0.1.
Screening Cc1cc2c(cc1S(=O)(=O)N1CCCC(C)C1)OCC(=O)N2 (configuration not stated) returned MITF primary 8, TEAD-YAP block 3, GPR151 ag -0.6 and FBW7 act 0.1.
CC1CCCC(NC(=O)C2CCC(CNc3c(N4CCOCC4)c(=O)c3=O)CC2)C1C (configuration not stated) was read as MITF primary 13, TEAD-YAP block 3, GPR151 ag -0.5 and FBW7 act 0.0.
Oc1cccc(C=Nc2cccc3ccccc23)c1O was read as MITF primary 13, TEAD-YAP block -16, GPR151 ag 0.9 and FBW7 act 0.2.
CN1CCc2cc(CNC(=O)CC3C(=O)NCCN3CCc3ccccc3)ccc21 (configuration not stated) was read as MITF primary -15, TEAD-YAP block 5, GPR151 ag 0.5 and FBW7 act -0.1.
Screening CCOC(=O)C1CCN(C(=O)c2cnn3c(C)c(Cc4cccc(Cl)c4)c(C)nc23)CC1 returned MITF primary 7, TEAD-YAP block 6, GPR151 ag 1.1 and FBW7 act 0.3.
For Cc1[nH]c2ccccc2c1CCNC(=O)COc1c(F)c(F)cc(F)c1F the results were MITF primary 9, TEAD-YAP block -1, GPR151 ag 0.6 and FBW7 act -0.1.
`O=C(Nc1ccc(N2CCOCC2)cc1)c1ccc2nc(N3CCC(N4CCOCC4)CC3)sc2c1` gave MITF primary -13, TEAD-YAP block -3, GPR151 ag -1.8 and FBW7 act 0.1.

Seven entries from above, sorted by heavy-atom count, ascending:
`CCOC(=O)c1[nH]cnc1C(=O)NC(C)C` gave MITF primary -81, TEAD-YAP block 11, GPR151 ag -1.9 and FBW7 act 0.9.
For NC(=O)CSc1cn(CCNC(=O)c2ccc(Cl)cc2)c2ccccc12 the results were MITF primary 5, TEAD-YAP block -7, GPR151 ag -0.5 and FBW7 act 0.1.
For Cc1ccccc1NC(=O)c1sc2nc3c(cc2c1N)C(=O)CC(C)(C)C3 the results were MITF primary -13, TEAD-YAP block -19, GPR151 ag -0.3 and FBW7 act -0.1.
For Cc1cc(OCCCC(=O)NNC(=O)Cn2cnc3ccccc32)ccc1Cl the results were MITF primary 8, TEAD-YAP block 8, GPR151 ag 0.8 and FBW7 act 0.0.
CC1CCCC(NC(=O)C2CCC(CNc3c(N4CCOCC4)c(=O)c3=O)CC2)C1C (configuration not stated) was read as MITF primary 13, TEAD-YAP block 3, GPR151 ag -0.5 and FBW7 act 0.0.
Screening CCOC(=O)C1CCN(C(=O)c2cnn3c(C)c(Cc4cccc(Cl)c4)c(C)nc23)CC1 returned MITF primary 7, TEAD-YAP block 6, GPR151 ag 1.1 and FBW7 act 0.3.
`CN(c1ccccc1)S(=O)(=O)c1ccc(C(=O)Nc2nc3c(s2)CCc2ccccc2-3)cc1` gave MITF primary 0, TEAD-YAP block 2, GPR151 ag -1.1 and FBW7 act 0.1.

Continuation:
Screening COc1cc(COCC(O)CN2CCCC(C)C2)cc(OC)c1OC (configuration not stated) returned MITF primary 21, TEAD-YAP block 5, GPR151 ag 2.8 and FBW7 act 0.3.
`O=C(O)c1cc(N=Cc2cc([N+](=O)[O-])ccc2O)ccc1O` gave MITF primary -19, TEAD-YAP block 0, GPR151 ag 3.6 and FBW7 act 0.0.
O=C(Nc1cccc(F)c1)N1CCc2ccccc21 was read as MITF primary 9, TEAD-YAP block -24, GPR151 ag -4.9 and FBW7 act 0.0.
Screening Cc1cccc(C)c1NC(=O)CSc1nnc(NC(=O)C(C)(C)C)s1 returned MITF primary 23, TEAD-YAP block -1, GPR151 ag 0.3 and FBW7 act -0.2.
Cc1nc(N)sc1N=Nc1cccc2ccccc12 was read as MITF primary 20, TEAD-YAP block -19, GPR151 ag 1.9 and FBW7 act -0.2.
For O=C(NCCC1=CCCCC1)c1ccc(CSCc2c(F)cccc2Cl)o1 the results were MITF primary -5, TEAD-YAP block 0, GPR151 ag -0.9 and FBW7 act 0.2.
CC(C)(C)NC(NC(=O)c1cccc([N+](=O)[O-])c1)C(Cl)(Cl)Cl (configuration not stated) was read as MITF primary 9, TEAD-YAP block 1, GPR151 ag 1.8 and FBW7 act 1.3.
`O=[N+]([O-])c1cccc(C2Oc3ccccc3C3CC(c4cccnc4)=NN32)c1` (configuration not stated) gave MITF primary 11, TEAD-YAP block -18, GPR151 ag 0.2 and FBW7 act -0.1.
For NS(=O)(=O)c1ccc(CCNCc2c(F)cccc2Cl)cc1 the results were MITF primary -1, TEAD-YAP block -8, GPR151 ag -0.8 and FBW7 act -0.2.
Screening COC(=O)c1c(NC(=O)COc2ccc(Cl)cc2Cl)sc2c1CCCC2 returned MITF primary -8, TEAD-YAP block 6, GPR151 ag 0.2 and FBW7 act 0.8.
`CCOc1ccc(/C=N/NC(=O)CCC(=O)Nc2cccc(C)c2)cc1` gave MITF primary 5, TEAD-YAP block -2, GPR151 ag -1.0 and FBW7 act 0.3.
For O=C(Nc1ccc2c(c1)OCCO2)c1cn(-c2ccc(F)cc2F)c(=O)c2ccccc12 the results were MITF primary 12, TEAD-YAP block 1, GPR151 ag 0.6 and FBW7 act 0.1.
Screening Cc1onc(-c2c(Cl)cccc2Cl)c1C(=O)OCc1ccc2c(c1)OCO2 returned MITF primary 3, TEAD-YAP block -9, GPR151 ag 2.1 and FBW7 act 0.1.
For COc1ccc(C2C3=C(NC(=O)C2C(N)=O)C(C(C)C)CCC3C)cc1 (configuration not stated) the results were MITF primary 12, TEAD-YAP block -1, GPR151 ag -1.9 and FBW7 act 0.1.
Screening Cc1cc2ccccc2c(=O)n1CC(=O)N1CCN(c2ccccn2)CC1 returned MITF primary -2, TEAD-YAP block 10, GPR151 ag 7.2* and FBW7 act 0.1.
Screening COc1ccccc1C1C(C#N)=C(N)Oc2n[nH]c(-c3cccs3)c21 (configuration not stated) returned MITF primary 5, TEAD-YAP block 7, GPR151 ag -1.0 and FBW7 act -0.2.
Screening COc1ccc2[nH]c(=O)cc(C)c2c1 returned MITF primary 1, TEAD-YAP block 12, GPR151 ag 0.2 and FBW7 act 0.0.
For O=c1[nH]c2ccccc2n1CCCN1CCN(C(c2ccccc2)c2ccccc2)CC1 the results were MITF primary 0, TEAD-YAP block -8, GPR151 ag -0.5 and FBW7 act -0.1.
For COc1cc(CN2CCN(S(=O)(=O)c3ccc(C)cc3)CC2)ccc1OCc1ccccc1 the results were MITF primary 47, TEAD-YAP block -4, GPR151 ag 0.0 and FBW7 act -0.1.
CCOC(=O)c1cnc2ccc(C(=O)OC)cc2c1Nc1cccc(Cl)c1C was read as MITF primary 21, TEAD-YAP block 14, GPR151 ag -0.5 and FBW7 act 0.2.

Looked up by structure from the list above:
For O=C(Nc1ccc2c(c1)OCCO2)c1cn(-c2ccc(F)cc2F)c(=O)c2ccccc12 the results were MITF primary 12, TEAD-YAP block 1, GPR151 ag 0.6 and FBW7 act 0.1.
CCOC(=O)c1cnc2ccc(C(=O)OC)cc2c1Nc1cccc(Cl)c1C was read as MITF primary 21, TEAD-YAP block 14, GPR151 ag -0.5 and FBW7 act 0.2.
Cc1nc(N)sc1N=Nc1cccc2ccccc12 was read as MITF primary 20, TEAD-YAP block -19, GPR151 ag 1.9 and FBW7 act -0.2.

Next part:
COc1cc(NC(=S)NC(=O)c2ccccc2)ccc1NC(=O)c1ccco1 was read as MITF primary 16, TEAD-YAP block 4, GPR151 ag 0.2 and FBW7 act -0.1.
Screening COCCn1nnnc1CN1CCN(c2ccc(OC)cc2)CC1 returned MITF primary 5, TEAD-YAP block -2, GPR151 ag 2.6 and FBW7 act 0.0.
Screening O=C(Nc1ccnn1C1CCN(Cc2ccc(-c3ccccc3)cc2)CC1)C1CC1 returned MITF primary 6, TEAD-YAP block -14, GPR151 ag 3.9 and FBW7 act -0.1.
Screening O=C(CC1Sc2ccccc2NC1=O)Nc1cccc(Br)c1 (configuration not stated) returned MITF primary 8, TEAD-YAP block 3, GPR151 ag -0.9 and FBW7 act 0.1.
Screening O=C(Cc1ccccc1)NC1C2CC3CC(C2)CC1C3 (configuration not stated) returned MITF primary -23, TEAD-YAP block -3, GPR151 ag 1.3 and FBW7 act 0.0.
For CC(C)N(Cc1nc(-c2ccccc2)no1)C(=O)CCC1CCCC1 the results were MITF primary 8, TEAD-YAP block 8, GPR151 ag -1.7 and FBW7 act 0.8.
`O=[N+]([O-])c1c(N2CCCC2)ccc2nonc12` gave MITF primary 6, TEAD-YAP block 2, GPR151 ag 0.1 and FBW7 act -0.1.
`CN(C)c1ccc(NC(=O)CSC(=NC#N)SCC(=O)Nc2ccc(N(C)C)cc2)cc1` gave MITF primary -1, TEAD-YAP block -13, GPR151 ag -1.5 and FBW7 act -0.1.
Screening CC(C)CCNC(=O)CSc1nc2ccsc2c(=O)n1CCC(C)C returned MITF primary 6, TEAD-YAP block -1, GPR151 ag 0.0 and FBW7 act -0.1.
CCOc1ccc(C(=O)NCc2cn3cccc(C)c3n2)cc1 was read as MITF primary 4, TEAD-YAP block -3, GPR151 ag -1.0 and FBW7 act 0.0.
Screening COc1cc2c(cc1OC)C(C(=O)NC1CC1)C1c3ccccc3CCN1C2=O (configuration not stated) returned MITF primary 20, TEAD-YAP block 1, GPR151 ag 0.9 and FBW7 act 0.6.
`O=C(c1ccco1)c1coc2ccccc2c1=O` gave MITF primary 5, TEAD-YAP block 2, GPR151 ag -0.7 and FBW7 act -0.4.
Screening COc1ccc(OC)c(/C=C/C(=O)Oc2ccc(C(C)=O)cc2)c1 returned MITF primary -5, TEAD-YAP block 1, GPR151 ag -0.1 and FBW7 act 0.0.
O=C(O)c1cc(N2CCNCC2)nc2ccccc12 was read as MITF primary 19, TEAD-YAP block -3, GPR151 ag -0.8 and FBW7 act 0.1.
Cc1ccc(C2C(C#N)C(=O)NC(=O)C2[n+]2ccccc2)cc1 (configuration not stated) was read as MITF primary -6, TEAD-YAP block -10, GPR151 ag 0.1 and FBW7 act -0.1.
`CC1(C)CC2(CCO1)OC(=O)CC2C(=O)NC1CCCCC1` (configuration not stated) gave MITF primary 1, TEAD-YAP block 2, GPR151 ag 3.3 and FBW7 act -0.1.
Screening CCOC(=O)CSc1nc2ccsc2c(=O)n1Cc1ccc(C)cc1 returned MITF primary 0, TEAD-YAP block -12, GPR151 ag 1.0 and FBW7 act 0.0.
`CC(C)COC(=O)c1cc(-c2ccc(/C=N/n3cnnc3)o2)ccc1Cl` gave MITF primary 0, TEAD-YAP block -10, GPR151 ag -0.4 and FBW7 act -0.2.
Screening O=C1C(=O)N(c2nccs2)C(c2ccccc2)/C1=C(\O)c1ccc(Cl)cc1 (configuration not stated) returned MITF primary -1, TEAD-YAP block -1, GPR151 ag -0.2 and FBW7 act 0.0.
`COc1ccc(NC(=O)CCCCCn2c(SCc3ccc(F)cc3)nc3ccsc3c2=O)cc1` gave MITF primary 1, TEAD-YAP block 0, GPR151 ag -0.3 and FBW7 act 0.0.
`CC(C)N(CCNC(=O)c1cnc(Nc2cccc(N(C)C)c2)s1)C(C)C` gave MITF primary -1, TEAD-YAP block 4, GPR151 ag -0.4 and FBW7 act -0.3.
`COCCNC(=O)c1cccc(OC2CCN(Cc3ccc(Cl)c(F)c3)CC2)c1` gave MITF primary 10, TEAD-YAP block 8, GPR151 ag 1.0 and FBW7 act -0.1.
